Screening data: PubChem, National Center for Advancing Translational Sciences (NCATS)
D2 PAM: positively modulates the human D2 dopamine receptor allosterically | HEK293 T-REx D2, calcium flux, EC20 dopamine potentiation | 340,000 tested, 0.34% active | P14416 | potentiation, % at 10 µM;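 active = potentiation over 3 SD above the plate norm, cut at about 30% in these data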; also: 0% is about no effect
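Using a no-wash calcium dye in inducible, force-coupled HEK293 Trex cells expressing D2, we tracked fluorescence each second for 180 s after compound, then for 180 s after EC20 dopamine to detect augmented signalling.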
Vif-A3F inh: inhibitors of Vif-A3F interaction | HeLa A3F-eYFP + Vif (tagged APOBEC3F with the HIV-1 protein that degrades it), YFP fluorescence increase | Potency, µM (titrated, usually from 46.1 µM), for inactives: top-dose activity, negative = active | 390,000 tested, 0.2% active; also: potency is read from the fitted curve at half-maximal effect; % of control where 0% means no effect; nearly all actives have a fitted effect of over 65% in size
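HeLa cells stably expressing Vif plus C-terminally eYFP-tagged A3F were seeded, incubated overnight at 37 deg C, dosed with compound, incubated overnight again at 37 deg C. Yellow fluorescence (Ex 488/Em 500-530) reported blocked Vif-mediated A3F-eYFP degradation.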
GRP78 ERSR act: induces the endoplasmic reticulum stress response in human glioma cells; U87-MG GRP78 promoter luciferase reporter, 16 h; Potency, µM, for inactives: top-dose activation, actives largely listed as activators; 420,000 tested, 0.02% active; AID 602332; also: potency is read from the fitted curve at half-maximal effect; series mostly up to about 76 µM; % of control where 0% means no effect; nearly all actives have a fitted effect of over 35% in size
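Stably transfected U87-MG human glioma cells carrying a GRP78-based luminescent sensor were seeded at 1000 cells/well, pin-dosed with compounds and incubated 16 h. Luciferase reagent was then added, and end-point luminescence was read after 10 min at room temperature.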
D1 PAM: human D1 dopamine receptor positive modulation; P21728; HEK293 TREx D1 cells, calcium flux, dopamine EC20 potentiation; potentiation, % at 10 µM; 360,000 tested, 0.036% active; AID 504651; in the data active = potentiation above about 30%; also: 0% is about no effect
Target sequence (P21728 whole entry, looked up): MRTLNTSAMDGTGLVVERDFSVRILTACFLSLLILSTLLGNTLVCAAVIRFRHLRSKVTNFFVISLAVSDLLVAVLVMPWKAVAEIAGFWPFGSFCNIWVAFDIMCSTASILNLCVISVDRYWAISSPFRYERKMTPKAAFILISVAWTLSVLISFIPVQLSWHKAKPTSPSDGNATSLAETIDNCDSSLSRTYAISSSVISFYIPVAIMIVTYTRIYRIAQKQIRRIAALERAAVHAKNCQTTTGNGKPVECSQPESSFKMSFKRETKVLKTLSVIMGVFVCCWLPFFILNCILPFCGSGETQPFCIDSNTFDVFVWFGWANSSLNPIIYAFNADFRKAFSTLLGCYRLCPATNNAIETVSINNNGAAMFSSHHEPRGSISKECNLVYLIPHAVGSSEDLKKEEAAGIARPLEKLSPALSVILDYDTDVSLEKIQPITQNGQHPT
D1 antagonist: human D1 dopamine receptor antagonism; AID 504652; HEK293 TREx D1 cells, calcium flux, dopamine EC80; stronger effect = lower value; activity change, negative = inhibition, % at 10 µM; 360,000 tested, 3.2% active; in the data active = activity change below about -30%; also: % is scaled to controls: 0 for no effect and ±100 for the full control effect
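Allosteric or orthosteric antagonism assessed as attenuation of the calcium response to EC80 dopamine, added 180 s after compound, in induced HEK293 Trex D1 cells loaded with no-wash calcium dye.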
D1 agonist: activates the human D1 dopamine receptor; 360,000 tested, 1% active; activation, % at 2 µM; HEK293 T-REx D1 cells, calcium flux, agonist mode; in the data active = activation above about 30%; also: 0% is about no effect
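Agonism was scored from calcium flux recorded over 180 s (1 read/s) after pintool compound addition, following a 10-cycle baseline. Cells were inducible force-coupled HEK293 TREx D1, plated overnight at 30 C and loaded with no-wash calcium dye.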
LDHA block: blocks human lactate dehydrogenase A; purified LDHA, NADH/diaphorase-resazurin fluorescence; stronger effect = lower value; 480,000 tested, 0.15% active; activity change, % (values are at about 110 or 230 µM); in the data active = activity change below about -30%; inconclusive = mostly about -25% to -30%;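 also: plate controls were DMSO wells for no effect and wells without enzyme for full effect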
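Human LDH5 at 2 nM final in Tris HCl pH 7.4 with 0.06 mM NADH and 0.2 mM pyruvate, reacted 5 minutes at room temperature. Remaining NADH coupled via diaphorase/resazurin; resorufin fluorescence read at 0 and 20 minutes, normalized to enzyme-free and DMSO wells.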
RXFP1 ag: RXFP1 (human) receptor agonism; Q9HBX9; HEK293T-RXFP1 cAMP TR-FRET, 30 min; response scale: percent of porcine relaxin response, buffer zero; Potency, µM (titrated, usually from 57.5 µM), for inactives: top-dose activation, actives largely listed as activators; 370,000 tested, 0.3% active; also: potency is read from the fitted curve at half-maximal effect; % is scaled to controls: 0 for no effect and ±100 for the full control effect; nearly all actives have a fitted effect of over 60% in size; many of its hits are not listed in these tables
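Agonist response is measured as cAMP accumulation in an RXFP1-transfected HEK293T line under PDE4 inhibition. Values are scaled between buffer-only and 29 nM porcine relaxin, and EC50s come from standard Hill equation fits.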
Vif-APOBEC3G blk: Vif-A3G binding inhibition | Q9HC16 | HeLa A3G-eYFP + Vif (tagged APOBEC3G with the HIV-1 protein that degrades it), YFP fluorescence, overnight | Potency, µM (titrated, usually from 46.1 µM), for inactives: at the highest dose activity, negative = active, usual class: inhibitors | 410,000 tested, 0.076% active | AID 602310;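 also: potency is read from the fitted curve at half-maximal effect; % is scaled to controls: 0 for no effect and ±100 for the full control effect; nearly all actives have a fitted effect of over 60% in size; hits raise eYFP signal because A3G escapes Vif-driven loss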
Target sequence (Q9HC16 whole entry, looked up): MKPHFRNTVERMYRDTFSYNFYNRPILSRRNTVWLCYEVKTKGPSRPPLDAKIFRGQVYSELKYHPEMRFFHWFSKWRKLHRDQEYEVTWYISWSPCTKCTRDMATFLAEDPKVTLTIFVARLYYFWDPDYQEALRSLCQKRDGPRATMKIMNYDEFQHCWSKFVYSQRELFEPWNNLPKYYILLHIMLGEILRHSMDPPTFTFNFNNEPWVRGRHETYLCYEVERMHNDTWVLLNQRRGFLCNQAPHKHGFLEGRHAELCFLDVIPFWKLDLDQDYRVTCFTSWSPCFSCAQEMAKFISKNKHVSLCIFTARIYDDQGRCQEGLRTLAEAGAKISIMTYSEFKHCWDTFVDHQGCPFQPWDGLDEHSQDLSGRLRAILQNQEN
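HeLa cells stably expressing Vif and C-terminally eYFP-tagged A3G, seeded overnight at 37 deg C, then exposed to compound by pintool overnight at 37 deg C. Rise in yellow fluorescence (Ex 488/Em 500-530, Acumen) marks blocked Vif-driven A3G degradation.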
An asterisk follows results filed as active; u = inconclusive; x = not tested or not shown. Unless noted, calls follow the shape of the dose curve; as a rule, active = well fitted curve in the direction sought with a large enough effect; inconclusive = small, poorly fitted or top-dose-only effect, or another doubt; inactive = no such curve, though single readings can be large; an effect the other way counts as inactive or inconclusive. These rows are one share of the data, so the mix of outcomes need not match the whole.

structure | D2 PAM | Vif-A3F inh | GRP78 ERSR act | D1 PAM | D1 antagonist | D1 agonist | LDHA block | RXFP1 ag | Vif-APOBEC3G blk
O=C(NCc1ccc(OC(F)(F)F)cc1)C1CC(c2c(Cl)cccc2Cl)=NO1 (stereo not given) | 8 | -4% | -5% | -6 | 12 | 7 | -1 | -1.1% | -10%
CCOC(=O)c1ccc(NC(=O)c2c(NCc3cccc(OC)c3)sc3c2CCC3)cc1 | 10 | 6% | -1% | 2 | -5 | 3 | 1 | -0.7% | -2%
Cc1nc2nncn2c(N2CCN(c3ccccc3)CC2)c1C | 5 | x | x | -2 | 0 | 2 | -3 | 15% | x
CC1CCN(c2nc3c(c(=O)n(C)c(=O)n3C)n2CCSc2nc3ccccc3o2)CC1 | -14 | x | x | 3 | 14 | -3 | x | 0.4% | x
CCCSc1nnc2c(n1)OC(CC)N(C(C)=O)c1ccccc1-2 (stereo not given) | -1 | 0% | -2% | 1 | -3 | 1 | -5 | 5.3% | 1%
COc1ccc(CN(C(=O)COc2ccccc2OC)C2CCS(=O)(=O)C2)cc1 (stereo not given) | -7 | 5% | -1% | -3 | -2 | 1 | 0 | -0.8% | 1%
CC1CC1C(=O)N(C)CC(=O)Nc1cccc(F)c1 (stereo not given) | 7 | 1% | -3% | -3 | -25 | 0 | 1 | 0.8% | -1%
CC(=O)c1cccc(NC(=O)N(c2ccccc2)c2ccccc2)c1 | 5 | 14% | -3% | 0 | 3 | 5 | -2 | -2.5% | -1%
COc1ccc(NC(=O)Nc2cccc3c2O[C@H](CN(C)S(C)(=O)=O)[C@@H](C)CN([C@H](C)CO)C3=O)cc1 | x | 7% | -1% | x | x | x | 5 | x | 4%
N#Cc1ccc(S(=O)(=O)Nc2ccccc2N2CCOCC2)cc1 | x | 5% | -2% | x | x | x | -2 | x | 5%
CC(C(=O)OCC(=O)N(C)C1(C#N)CCCCC1)N1C(=O)c2ccccc2C1=O (stereo not given) | x | -6% | -5% | -3 | 7 | 4 | -2 | u | 1%
Cc1ccc(OC(=O)N(C)C[C@@H]2OCc3cn(nn3)CCCC(=O)N([C@H](C)CO)C[C@H]2C)cc1 | x | -3% | 0% | x | x | x | -1 | x | 2%
Nc1cc(N)nc(SCC(=O)Nc2cccc(S(=O)(=O)N3CCCCC3)c2)n1 | -5 | 2% | -4% | -3 | -7 | -1 | -10 | 0.1% | 0%
O=C(COC(=O)/C=C/c1ccccc1)NC(=O)NCc1ccccc1 | -2 | -7% | -4% | 1 | 17 | 1 | -7 | -0.7% | -11%
CCN(/C=N/c1sc2c(c1C#N)CCCCC2)CC | -7 | 1% | 5% | -9 | -12 | -1 | -1 | 3.8% | -2%
COc1ccc(-c2nc(-c3ccccc3)c(-c3cc([N+](=O)[O-])ccc3C)[nH]2)cc1O | -8 | 4% | -9% | -6 | -14 | 4 | -3 | 0.0% | -1%
Cc1ccc([C@@H]2C[C@H]3[C@@H](CN2S(=O)(=O)c2ccc(C)cc2)C(=O)C[C@@H](c2ccccc2)N3S(=O)(=O)c2ccc(C)cc2)cc1 | x | -8% | -6% | x | x | x | -10 | x | -6%
Cc1c(C(O)CN2CCN(Cc3ccc4c(c3)OCO4)CC2)c2ccccc2n1C (stereo not given) | -16 | -2% | -4% | -2 | -16 | -1 | -5 | 0.6% | -4%
COc1cc2c(cc1NC(=O)COc1ccc(Br)cc1C)oc1ccccc12 | 0 | -2% | -4% | -4 | -1 | 1 | -2 | 5.1% | 0%
Cc1ccccc1CN1CCN(c2ccc(S(=O)(=O)N3CCCC3)cn2)CC1 | -12 | 4% | -5% | x | -24 | 11 | -2 | -0.1% | 0%
COc1ccc(N2CC(C(=O)N/N=C/c3ccc([N+](=O)[O-])cc3)CC2=O)cc1 (stereo not given) | -2 | -9% | -6% | -2 | -5 | -3 | -7 | -1.0% | -1%
CC(C)C[C@H](NC(=O)c1[nH]cnc1C(=O)N[C@@H](C)C(=O)OCc1ccccc1)C(=O)OC(C)(C)C | -2 | u | 3% | 1 | -2 | 8 | 7 | 1.9% | -3%
COc1ccc(C)cc1NC(=O)Cn1cc(S(=O)(=O)N2CCC(C)CC2)c2ccccc2c1=O | -9 | 4% | -2% | -2 | -8 | 5 | 7 | 1.0% | 3%
COc1ccc(S(=O)(=O)O/N=C2\CCSc3ccc(C)cc32)cc1 | 3 | -5% | -2% | -6 | -5 | 0 | 3 | 0.4% | -1%
Cc1nc(/N=C(\N)N(C)C)[nH]c(=O)c1C | 8 | -1% | -4% | -5 | -2 | 2 | -6 | 3.4% | -6%
COc1ccccc1NC(=O)c1ccccc1SCC(=O)N1CCCC1 | x | -6% | -6% | x | x | x | 1 | x | 1%
COc1ccc(CC(=O)Nc2cc(S(=O)(=O)N3CCCCC3)ccc2OC(C)C)cc1OC | x | 3% | -1% | x | x | x | 2 | x | -4%
CCOc1ccc(N(CC(=O)NC2CCCCC2)C(=O)CNC(=O)c2cccs2)cc1 | -3 | 14% | -3% | -3 | -1 | 4 | -5 | 2.0% | -6%
O=C(CCNC(=O)N1CC(=O)Nc2ccccc21)NCc1cccc(Cl)c1 | -7 | 4% | -2% | -4 | 0 | 1 | -8 | 0.4% | 2%
CCCC(=O)Nc1nnc(SCc2cc(=O)n3cccc(C)c3n2)s1 | 1 | -10% | -6% | 2 | 9 | 6 | 2 | u | 5%
CC1CCCC(NC(=O)CN(C)CC(=O)Nc2cccc(F)c2)C1C (stereo not given) | 12 | 6% | -3% | 9 | 3 | 0 | 2 | 0.8% | 0%
COC(=O)c1cc(C(=O)NCCCN2CCOCC2)cc([N+](=O)[O-])c1 | -8 | 3% | 2% | 2 | -6 | 2 | -6 | -0.3% | -3%
CCOc1ccccc1CNC(=O)CSc1nnc(C)c2c(C)n(-c3ccccc3)nc12 | -4 | -13% | -2% | -2 | -5 | 1 | -3 | 18% | 3%
CSc1nnnn1-c1cccc(O)c1 | -6 | -5% | -2% | -4 | -2 | 3 | 1 | 2.0% | 4%
CC1(C)Cc2ccccc2-c2nnc(SCC(=O)N3CCc4ccccc43)n21 | -3 | 16% | -5% | -8 | 3 | 10 | -10 | 2.7% | 0%
COc1ccccc1N1CCN(CC(=O)NC(=O)NCc2ccccc2)CC1 | x | 2% | -6% | x | x | x | -5 | x | -1%
CCOc1ccccc1NC(=O)N1CCCC1C(=O)Nc1ccc(NC(C)=O)cc1 (stereo not given) | 7 | 0% | -2% | -8 | -8 | 1 | -2 | 1.4% | 0%
Cc1cccc(NC(=O)c2cc(-c3cc(C)c(C)cc3O)n[nH]2)c1 | 3 | 13% | -3% | 1 | -1 | 3 | -3 | 3.4% | 2%
CCC(C)(C)C1CCC2(CC1)NC(=O)N(CC(=O)N(C)CC(=O)Nc1ccccc1C(F)(F)F)C2=O (stereo not given) | 1 | 0% | -3% | 0 | 9 | 13 | 3 | 0.2% | -5%
COCCNC(=O)CCn1c(=O)oc2ccccc21 | 2 | -10% | 12% | -3 | -7 | 1 | -1 | 0.4% | 1%
CC(=O)Nc1ccc(N2CCN(c3ccc(F)cc3)CC2)cc1 | -5 | -6% | -1% | -5 | 3 | 3 | -2 | 1.1% | 1%
CCCCC(Sc1nc2cc3c(cc2c(=O)n1CCCC(=O)NCc1ccc2c(c1)OCO2)OCO3)C(=O)OCC (stereo not given) | -1 | -4% | -1% | -4 | -16 | 3 | 9 | 5.3% | -7%
COC(=O)c1cc2n(n1)CCCNC2=O | 16 | 6% | -4% | 2 | 10 | 1 | -9 | 3.7% | 1%
CCC1(C)OC(=O)N(CCCn2ccnc2C)C1(C)O (stereo not given) | 3 | -9% | -2% | -3 | -14 | 3 | -3 | 1.3% | 0%
CC(C)N1CCc2c(sc(NC(=O)c3ccc(S(=O)(=O)N4CCOCC4)cc3)c2C#N)C1 | -6 | 13µM* | -4% | 3 | -3 | 12 | -2 | -1.0% | -23%
CCOc1ccc(NC(=O)c2cccc(NC(C)=O)c2)cc1S(=O)(=O)N1CCCC1 | -5 | 1% | -4% | -5 | 5 | 2 | -3 | -0.2% | 4%
CS(=O)(=O)NNC(=O)c1csc(Cc2c(Cl)sc3ccc(Cl)cc23)n1 | -1 | -8% | -9% | -3 | 10 | 13 | -11 | 0.0% | -1%
NS(=O)(=O)c1ccc(CCNC(=O)c2ccc(Cl)nc2)cc1 | -2 | 3% | -1% | -1 | 2 | 3 | -5 | 6.0% | 2%
O=C(CNC(=S)N(Cc1ccccc1)Cc1cccnc1)NCc1ccccc1 | 2 | -6% | 1% | -5 | 25 | 3 | -8 | 3.4% | -1%
O=C(COC(=O)c1ccc(Cl)nc1)Nc1nnc(-c2ccccc2)o1 | -5 | -6% | 2% | -4 | -3 | 1 | -1 | -0.5% | -2%
COCCN(C(=O)CSc1nnc(Nc2ccc(C)cc2)s1)c1c(N)n(CC(C)C)c(=O)[nH]c1=O | -2 | 6% | 1% | 36* | -6 | 2 | -1 | 1.2% | 2%
C/C=C(\C)C(=O)OC(C)(C)[C@@H]1Cc2cc3ccc(=O)oc3cc2O1 | 5 | 2% | -1% | -8 | -10 | 5 | 0 | 0.6% | 3%
C#CC(=O)N(c1ccc(OC)cc1OC)C(C(=O)NC1CCCC1)c1cccs1 (stereo not given) | -2 | 6% | -12% | -5 | -2 | 1 | -4 | 0.6% | -29%
Cn1cncc1C#Cc1c(C=O)n(C)c2ccccc12 | -4 | 2% | -2% | -6 | x | -2 | -7 | 3.5% | -15%
